Screens (PubChem)
MrgX1 antagonist = blocks BAM8-22 activation of human MrgX1 receptor; AID 588676; 310,000 compounds, 1.3% hits; MRGX1-HEK293 calcium flux, Fluo-4, BAM8-22 antagonism; active compounds read low; B-score at 10 µM;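 active = calcium-response B-score plate-corrected more than 3 library SD below zero, starting fluorescence within 5 deviations, no agonist response on first addition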;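 note: peak minus trough fluorescence over baseline after final BAM8-22 challenge near maximal dose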
Target sequence (Q96LB2 whole entry, looked up): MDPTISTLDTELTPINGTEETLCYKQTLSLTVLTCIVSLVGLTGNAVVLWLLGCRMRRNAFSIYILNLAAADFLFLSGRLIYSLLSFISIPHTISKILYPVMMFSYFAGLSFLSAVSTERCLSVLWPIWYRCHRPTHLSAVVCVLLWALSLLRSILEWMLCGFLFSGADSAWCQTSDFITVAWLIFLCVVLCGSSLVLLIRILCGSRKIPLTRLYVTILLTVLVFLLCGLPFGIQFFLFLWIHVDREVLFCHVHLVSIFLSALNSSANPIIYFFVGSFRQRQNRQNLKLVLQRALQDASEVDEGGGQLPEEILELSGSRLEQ
MrgX1 allo act = human MrgX1 positive allosteric modulation, primary screen. Q96LB2. MrgX1-HEK293, Fluo-4 calcium flux, FDSS; active compounds read high. B-score at 10 µM. 310,000 compounds, 0.63% hits;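 active = plate-corrected calcium response at least 3 library SD above typical, normal starting fluorescence, not activating the receptor alone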;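 note: compound read alongside a low EC10 to EC30 dose of BAM8-22 agonist; peak minus trough fluorescence over baseline measured at the second addition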
MrgX1 agonist = agonists of human MrgX1 receptor; Q96LB2; MrgX1-HEK293 cells, Fluo-4 calcium fluorescence, agonist mode; active compounds read high; B-score at 10 µM; 310,000 compounds, 0.44% hits; AID 588627;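 active = calcium response B-score plate-corrected fluorescence ratio at least 3 library SD, with starting fluorescence B-score inside 5 SD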
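Material: MrgX1-expressing HEK293 cells / Dosing: compound as first of three additions / Incubation: overnight seeding, then 1 h dark dye loading / Signal: Fluo-4 NW calcium fluorescence / Evaluation: B-scored fluorescence response ratio / Benchmarks: positive and negative control wells on each plate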
TRPC6 inhibitor = inhibitors of mouse TRPC6 channel. Q61143. HEK293-TRPC6, membrane potential dye, ACh-evoked depolarization; active compounds read low. B-score at 10 µM. 310,000 compounds, 1.1% hits. AID 2553;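 active = B-score under library mean minus 3 SD, initial fluorescence not abnormally high, positive integrated signal ratio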;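 note: B-score derived from integrated fluorescence ratio over the kinetic read; more negative B-score means stronger inhibition of depolarization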
TMEM16A act = activators or potentiators of mouse TMEM16A chloride channel; Q8BHY3; HEK293 TMEM16A/YFP-H148Q/I152L, iodide quench fluorescence; active compounds read low; B-score at 10 µM; 340,000 compounds, 0.3% hits;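 active = fluorescence-ratio B-score plate-corrected deviation score at least 3 library SD below zero, with starting fluorescence score within 5 deviations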;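 note: channel opened by trigger with iodide after compound preincubation; score built on the fluorescence ratio of max minus min over baseline; more negative score means more quench and so TMEM16A activation or potentiation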
TMEM16A inh = blocks the mouse calcium-activated chloride channel TMEM16A | HEK293 TMEM16A/YFP iodide influx fluorescence, ionomycin | AID 588511 | Q8BHY3 | 310,000 compounds, 1.2% hits | normalized B-score (activity score, 25-100; higher = stronger inhibition) at 10 µM;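 active = ratio plate-corrected score three or more library SD toward inhibition, starting fluorescence score within five deviations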;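 note: score derived from kinetic fluorescence span divided by baseline fluorescence per well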
TRPC4 potent = allosteric potentiators of mouse TRPC4 channel. Q9QUQ5. HEK293 TRPC4beta/mu-opioid, DAMGO EC20, Fluo-4 Ca2+ flux; active compounds read high. B-score at 10 µM. 310,000 compounds, 0.42% hits. AID 2227;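 active = B-score of calcium response area above 5 SD of library B-scores, with initial fluorescence ratio within 5 SD of library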;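 note: B-score of integrated fluorescence ratio over time as area under calcium response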
TRPC6 activator = activates the mouse TRPC6 cation channel; Q61143; HEK293-TRPC6 membrane potential dye fluorescence; active compounds read high; B-score at 10 µM; 310,000 compounds, 0.13% hits; AID 2550;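 active = B-score of the integrated fluorescence ratio above library mean plus 3 SD, and starting fluorescence ratio within library mean plus 5 SD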;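 note: higher score means more depolarization so channel activation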
TRPC4 inh = blocks the mouse TRPC4 cation channel; HEK293 TRPC4beta/mu-opioid, DAMGO-evoked Fluo4 calcium flux; active compounds read low; B-score at 10 µM; 300,000 compounds, 0.39% hits; AID 2247;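 active = B-score over 3 SD under the library average, no early fluorescence shift, positive overall ratio signal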
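Test system – stable TRPC4beta/mu-opioid receptor HEK293 cells · Probe or stimulus – DAMGO, a submaximal dose followed by a maximal one · Dosing – one concentration per compound · Signal – Fluo4 calcium fluorescence by kinetic imaging, 5 s 1 Hz baseline · Evaluation – per-well B score of integrated baseline-normalized Fluo4 ratio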
SKKanGAS inh = inhibitors of SKKanGAS S. pyogenes growth in kanamycin (SK-promoter or general growth effect); 300,000 compounds, 1.3% hits; inhibition, % at 7.5 µM; BacTiter-Glo, 6 h;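 active = mean replicate score, as percent of positive control median, at least 50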;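 note: strain carries kanamycin resistance gene driven by streptokinase promoter and grows in 40 µg/ml kanamycin; loss of luminescence reflects streptokinase promoter inhibition or plain growth inhibition; 0% = median of DMSO wells and 100% = positive control at its reference dose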
TRPC4 act = opens the mouse TRPC4 cation channel; B-score at 10 µM; Q9QUQ5; HEK293 TRPC4beta/mu-opioid, Fluo4 calcium fluorescence; active compounds read high; 310,000 compounds, 0.49% hits;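 active = B-score above 5 SD of library B-scores, and initial fluorescence ratio not above library mean plus 5 SD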;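 note: positive B-score marks a calcium rise read as TRPC4 activation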
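Incubation: 45 min room-temperature Fluo4 loading, 110 s read / System: HEK293 cells stably co-expressing mouse TRPC4beta and mu-opioid receptor / Signal: Fluo4 fluorescence, kinetic / Control set: buffer (low) and maximal DAMGO (high) / Measure: integrated baseline-normalised fluorescence ratio, converted to per-well B score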
Numbers without * were called inactive; i = inactive; . = no result given.

Order of values: MrgX1 antagonist | MrgX1 allo act | MrgX1 agonist | TRPC6 inhibitor | TMEM16A act | TMEM16A inh | TRPC4 potent | TRPC6 activator | TRPC4 inh | SKKanGAS inh | TRPC4 act
O=C1CC(/C=C/c2ccncc2)=Nc2ccccc2N1
→ i | i | i | i | i | i | i | i | i | 0 | i
COc1cccc(CN2CCN(Cc3cc(OC)c(OC)c(OC)c3)CC2)c1OC
→ i | i | i | i | i | i | i | i | i | 2 | i
COc1ccccc1C(=O)NC(=O)CSc1nnc(SC)s1
→ i | i | i | i | i | i | i | i | i | 0 | i
CCN(CC)C(=O)CSc1nnc(-n2nc(C)cc2C)c2ccccc12
→ i | i | i | i | i | i | i | i | i | -4 | i
Cc1ccc(C)n1-c1nnc(N2CCC(C(=O)NCCCN3CC(C)CC(C)C3)CC2)s1 (stereo not given)
→ i | i | i | i | i | i | i | i | i | -4 | 88*
COC(=O)c1ccc2c(c1)N(Cc1ccccc1F)C(=O)c1ccccc1S2=O (stereo not given)
→ i | i | i | i | i | i | i | i | i | -4 | i
COc1cnc(SCC(=O)O)[nH]c1=O
→ i | i | i | i | i | i | i | i | i | 0 | i
O=C(O)C1Cc2[nH]cnc2C(c2cccc([N+](=O)[O-])c2)N1 (stereo not given)
→ i | i | i | i | i | i | i | i | i | -7 | i
Cc1ccc(-c2[nH]ncc2/C=N/n2c(C)nc3ccccc3c2=O)cc1
→ i | i | i | i | i | i | i | i | i | 3 | i
CC1CCN(C(=O)COc2ccc(Nc3ccccc3)cc2)CC1
→ i | i | i | i | i | i | i | i | i | -22 | i
O=C(O)/C(=C\c1ccccc1OC(F)F)Sc1nnc(-c2ccc(F)cc2)o1
→ i | i | i | i | i | i | i | i | i | 7 | i
CCCCCCCCNC(=O)c1ccc(C)cc1
→ i | i | 32* | i | . | i | i | i | i | -10 | i
CCOC(=O)CSc1nc2ccc(N3CCOCC3)cc2c(=O)n1Cc1ccc2c(c1)OCO2
→ i | i | i | i | . | i | i | i | i | 8 | i
Cc1ccc(-c2cc(C(=O)NCCN3CCOCC3)c3ccccc3n2)o1
→ i | i | i | i | i | i | i | i | i | 1 | i
Cc1ccnc2nc(C(=O)N3CCN(S(=O)(=O)c4ccccc4)CC3)nn12
→ i | i | i | i | i | i | i | i | i | -17 | i
O=C(NCC1CC1)c1cc([N+](=O)[O-])cc([N+](=O)[O-])c1
→ i | i | i | i | i | i | i | i | i | 6 | i
CCN(CC)CCOC(=O)c1ccccc1Br
→ i | i | i | i | i | i | i | i | i | -6 | i
Cc1ccc(CNC(=O)C2C3C=CC4(CN(Cc5cccnc5)C(=O)C24)O3)cc1 (stereo not given)
→ i | i | i | i | i | i | i | i | i | -2 | i
O=C(c1cc(=O)c2cc(Cl)ccc2o1)N1CCN(Cc2ccccc2)CC1
→ i | i | i | i | i | i | i | i | i | -4 | i
c1ccc2nc(N3CCOCC3)cnc2c1
→ i | i | i | i | i | i | i | i | i | 1 | i
Cc1ccccc1CSCCNC(=O)CCSc1ccccc1
→ i | i | i | i | i | i | i | i | i | 2 | i
COc1ccc(C2C(C#N)=C(N)Oc3cccc(O)c32)cc1 (stereo not given)
→ i | i | 28* | i | i | i | i | i | i | 5 | i
O=C(/C=C/c1ccc([N+](=O)[O-])cc1)NCc1ccc2c(c1)OCO2
→ i | i | i | i | i | i | i | i | i | 4 | i
COc1ccc(CCN2CC34C=CC(O3)C(C(=O)NCc3ccccc3Cl)C4C2=O)cc1OC (stereo not given)
→ i | i | i | i | i | i | i | i | i | 7 | i
COc1ccccc1-n1nc(C)c(-c2ccccc2)c1N
→ i | i | i | i | i | i | i | i | i | -2 | i
O=C(NCc1ccco1)Nc1ccc(OC(F)(F)F)cc1
→ i | i | i | i | i | i | i | i | i | 2 | i
Brc1ccc(-c2nnc(-c3cccnc3)c3conc23)cc1
→ i | i | i | i | . | i | i | i | i | 6 | i
O=S(=O)(c1ccccc1)c1nc(Nc2cccc(O)c2)sc1Cl
→ i | i | i | i | i | 100* | i | i | i | 15 | i
Cc1cc(C)c(OCCN(C)C)c(Cl)c1
→ i | i | i | i | i | i | i | i | i | 2 | i
Cc1csc(NC(=O)c2c(-c3c(Cl)cccc3Cl)noc2C)n1
→ i | i | i | i | i | i | i | i | i | 5 | i
CCCCNS(=O)(=O)c1ccc2nc(-c3cccnc3)cc(C(=O)NCC(OC)OC)c2c1
→ i | i | i | i | i | i | i | i | i | -5 | i
CCN(CC)C(=O)C(Sc1nnnn1-c1ccc(O)cc1)c1ccccc1 (stereo not given)
→ i | i | i | i | i | i | i | i | i | 0 | i
O=C(CN1CC(=O)Nc2ccccc21)NCCc1ccc(Cl)cc1Cl
→ i | i | i | i | i | i | i | i | i | -9 | i
S=C(Nc1ccc(Cl)cc1)N1CCN(Cc2ccccc2)CC1
→ i | i | i | i | i | i | i | i | i | 0 | i
CCOC(=O)N1CCC(NC(=O)CCS(=O)(=O)c2ccc3c(c2)CCN3C(=O)CC)CC1
→ i | i | i | i | i | i | i | i | i | 3 | i
Cc1cc(=O)[nH]c2nnc(-c3ccc(Br)cc3)n12
→ i | i | i | i | i | i | i | i | i | 9 | i
COc1ccccc1/C=C/C=N/NC(=O)Cc1cccs1
→ i | i | i | i | i | i | i | i | i | -8 | i
Cc1sc(NC(=O)c2ccc(OCC(C)C)cc2)c(C(N)=O)c1-c1ccc(Cl)cc1Cl
→ i | i | i | i | i | i | i | i | i | 6 | i
CC(CCc1ccccc1)NS(=O)(=O)c1ccccc1F (stereo not given)
→ i | i | i | i | i | i | i | i | i | -3 | i
Cc1nc2ccccc2c(=O)n1CCc1ccccc1
→ i | i | i | i | i | i | i | i | i | 1 | i
CCc1nc2ccccc2n1CC(=O)N(C(C)CC)C1CCS(=O)(=O)C1 (stereo not given)
→ i | i | i | i | i | i | i | i | i | 1 | i
CC1=NN(c2ccc(Cl)c(C(=O)O)c2)C(=O)/C1=C/c1ccc(-c2ccccc2[N+](=O)[O-])o1
→ i | i | i | i | i | i | i | i | i | 0 | i
Fc1ccc(N2CCN(c3ncnc4nc[nH]c34)CC2)cc1
→ i | i | i | i | i | i | i | i | i | 0 | i
O=C(COc1ncnc2sccc12)Nc1ccc(F)cc1F
→ i | i | i | i | i | i | i | i | i | 10 | i
NC(Cc1ccc2nsnc2c1)C(=O)O (stereo not given)
→ i | i | i | i | i | i | i | i | i | -1 | i
Cc1ccc(N2CCN(CC(O)COc3ccccc3)CC2)cc1 (stereo not given)
→ i | i | i | i | i | i | i | i | i | -3 | i
CCn1c(O)c(N=NC(=O)C(O)c2ccccc2)c2ccccc21 (stereo not given)
→ i | i | i | i | i | i | i | i | i | -15 | i
Cc1cc2cc(CCNC(=O)CCCc3ccccc3)c(=O)[nH]c2cc1C
→ i | i | i | i | i | i | i | i | i | -2 | i
COCC(=O)Nc1nc2ccc(C)cc2s1
→ i | i | i | i | i | i | i | i | i | -8 | i
Cc1ccc(S(=O)(=O)NC(=O)c2cccn2C)cc1
→ i | i | i | i | i | i | i | i | i | 4 | i
CCN(CC)S(=O)(=O)c1ccc(OC)c(NC(=S)Nc2ccc(C)c(C)c2)c1
→ i | i | i | i | i | i | i | i | i | 11 | i
O=C(Cn1ccc([N+](=O)[O-])n1)Nc1nc2ccccc2s1
→ i | i | i | i | i | i | i | i | i | 2 | i
CCOC(=O)C1CCCN(C(=O)c2cc(S(=O)(=O)N3CCCCC3)ccc2C)C1 (stereo not given)
→ i | i | i | i | i | i | i | i | i | . | i
Oc1ccc(/C=N/n2c(-c3ccccc3)n[nH]c2=S)cc1
→ i | i | i | i | i | i | i | i | i | 3 | i
Cc1ccc(C(=O)N2CCCC(C(F)(F)F)C2)cc1S(=O)(=O)N1CCCCC1 (stereo not given)
→ i | i | i | i | i | i | i | i | i | -3 | i
CCOC(=O)c1c(NCC(C)C)c2ccccc2[nH]c1=O
→ i | i | i | i | i | i | i | i | i | -5 | i
CN(C)CCNC(=O)c1csc(Nc2cccc3ccccc23)n1
→ i | i | i | i | i | i | i | i | i | -2 | i
C[N+]12CCCCC1C(COC(=O)c1ccc3c(c1)OCO3)CCC2 (stereo not given)
→ i | i | i | i | i | i | i | i | i | -3 | i
Cc1ccc(O)c(CNc2cccc3cccnc23)c1
→ i | i | i | i | i | i | i | i | i | 8 | i
O=C(COC(=O)c1ccncc1)Nc1cc(Cl)ccc1Cl
→ i | i | i | i | i | i | i | i | i | 2 | i

Remaining list, next part:
Order of values: MrgX1 antagonist | MrgX1 allo act | MrgX1 agonist | TRPC6 inhibitor | TMEM16A act | TMEM16A inh | TRPC4 potent | TRPC6 activator | TRPC4 inh | SKKanGAS inh | TRPC4 act
CC(=O)c1ccc(S(=O)(=O)N2CCN(CC#N)CC2)cc1
→ i | i | i | i | i | i | i | i | i | -3 | i
Cc1ccc2nc(N3C(=O)C(O)=C(C(=O)c4ccco4)C3c3ccc(O)cc3)sc2c1 (stereo not given)
→ i | i | i | i | i | 25* | i | i | i | 13 | i
Cc1ccc(C(=O)NC2CCC(C)CC2)o1 (stereo not given)
→ i | i | i | i | i | i | i | i | i | -3 | i
S=C(NCc1ccco1)Nc1ccc(N2CCOCC2)cc1
→ i | i | i | i | i | i | i | i | i | 2 | i
COc1cc2c(cc1OC)C(c1cccc([N+](=O)[O-])c1)N(C(=O)c1ccccc1C(=O)O)CC2 (stereo not given)
→ i | i | i | i | i | i | i | i | i | 10 | i
CCN(CC(=O)Nc1ccc(NC(C)=O)cc1)C(=O)COc1ccc(C(=O)c2ccccc2)cc1
→ i | i | i | i | i | i | i | i | i | -2 | i
